# High-throughput results deposited in PubChem by Sanford-Burnham Center for Chemical Genomics.
# SENP1 FRET inh – human SENP1 catalytic domain inhibitors, primary screen, biochemical, FRET, uHTS. recombinant SENP1 catalytic domain, CyPet-SUMO1-YPet FRET cleavage. inhibition, % at 10 µM. 360,000 compounds, 0.21% hits. Sentrin-specific protease 1 (Homo sapiens), Q9P0U3;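 active means inhibition at least 30% at 10 µM, raw YFP signal under a set limit, fluorescence ratio 0.5 to 1.5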;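 further: 0% = enzyme with DMSO and 100% = no enzyme wells; some results filed as inactive read as strong as hits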
# Target sequence (Q9P0U3 419-644 limits assumed): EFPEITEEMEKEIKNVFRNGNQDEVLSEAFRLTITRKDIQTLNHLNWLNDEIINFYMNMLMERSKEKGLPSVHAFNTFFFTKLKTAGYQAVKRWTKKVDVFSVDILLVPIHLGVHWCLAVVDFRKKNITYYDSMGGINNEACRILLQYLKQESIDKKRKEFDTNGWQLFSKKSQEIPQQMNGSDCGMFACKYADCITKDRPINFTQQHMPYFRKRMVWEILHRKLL
#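 Test system: hSENP1 catalytic domain, recombinant; Amount: 20 pM final SENP1 enzyme; Medium: Tris pH 8 buffer plus EDTA, NaCl, BME, BSA, NP40, catalase; Schedule: 50 min enzyme reaction, room temperature, light-protected; Technique: FRET fluorescence in CFP and YFP emission channels; Controls: no-enzyme wells low, DMSO-plus-enzyme wells high control.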
# NALP3 yeast inh – NALP3 inflammasome inhibitors in reconstituted yeast, primary screen, luminescence, uHTS | Yeast reconstituted NLRP3/ASC/caspase-1, beta-gal luminescence, 24 h | 330,000 compounds, 0.39% hits | inhibition, % at 10 µM;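 active means inhibition of 50% or more; inactive means inhibition below 50%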;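 further: plate controls were induced DMSO wells for no effect and uninduced yeast grown without galactose for full effect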
# SENP7 inh – SENP7 protease inhibitors, primary screen, biochemical, luminescence, uHTS; recombinant SENP7, Z-RLRGG-aminoluciferin luminescence, 40 min; inhibition, % at 5 µM; 330,000 compounds, 1.5% hits; AID 434973, 2010;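 active means inhibition above about 50% at the single test dose, limit read from the data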;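 further: plate controls were DMSO with enzyme for no effect and no enzyme buffer wells for full effect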
# SENP6 inh – SENP6 protease inhibitors, primary screen, biochemical, luminescence, uHTS; Sentrin-specific protease 6 (Homo sapiens), Q9GZR1; Recombinant SENP6 catalytic domain, aminoluciferin luminescence; inhibition, % at 10 µM; 330,000 compounds, 1.8% hits;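 active means inhibition above about 50% at the single tested dose, limit read from the data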;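 further: plate controls were DMSO wells with enzyme for no effect and DMSO wells lacking enzyme for full effect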
# SENP8 block-1 – SENP8 protease inhibitors, primary screen, biochemical, luminescence. Sentrin-specific protease 8 (Homo sapiens), Q96LD8. purified SENP8, Z-RLRGG-aminoluciferin cleavage. inhibition, % at 10 µM. 330,000 compounds, 1.2% hits. AID 2540, 2010; in the data active means inhibition above about 50%
# SENP8 block-2 – human SENP8 protease inhibitors, primary screen, biochemical, fluorescence, Nedd8 protein substrate, uHTS | 360,000 compounds, 0.64% hits | AID 602440, 2012 | inhibition, % at 20 µM | Sentrin-specific protease 8 (Homo sapiens), Q96LD8 | recombinant SENP8; in the data active means inhibition mostly above about 40%, no sharp cut-off; inactive means mostly below about 27%
# Apaf1 inhib – inhibitors of human Apaf-1 apoptosome, primary screen, biochemical, DEVD-Rh110 fluorescence, uHTS. Apoptotic protease-activating factor 1 (Homo sapiens), O14727. reconstituted apoptosome caspase-3 activity. inhibition, % at 20 µM. 330,000 compounds, 0.71% hits. AID 489030, 2010; active means inhibition of at least 40% at 20 µM;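 further: plate controls were DMSO wells for no effect and DEVD-CHO caspase inhibitor wells for full effect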
#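 System – cell-free apoptosome with Apaf-1, procaspase-3 and caspase-9 · Buffer or medium – pH 7.5 Hepes buffer with CHAPS, BSA, DTT · Also added – cytochrome c with DEVD-Rh110 · Times – 30 min compound preincubation, 50 min activation, room temperature · Technique – Rh110 fluorescence intensity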
# HKDC1 inh – HKDC1 hexokinase inhibitors, primary screen, biochemical, fluorescence, uHTS; recombinant HKDC1, G6PDH/diaphorase resazurin coupled fluorescence; AID 493160, 2011; Q2TB90; 340,000 compounds, 0.16% hits; inhibition, % at 20 µM;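 active means inhibition above about 35% when tested at 20 µM, limit read from the data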;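 further: plate controls were DMSO wells with enzyme for no effect and DMSO wells lacking enzyme for full effect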
# Target sequence (Q2TB90 whole entry, looked up): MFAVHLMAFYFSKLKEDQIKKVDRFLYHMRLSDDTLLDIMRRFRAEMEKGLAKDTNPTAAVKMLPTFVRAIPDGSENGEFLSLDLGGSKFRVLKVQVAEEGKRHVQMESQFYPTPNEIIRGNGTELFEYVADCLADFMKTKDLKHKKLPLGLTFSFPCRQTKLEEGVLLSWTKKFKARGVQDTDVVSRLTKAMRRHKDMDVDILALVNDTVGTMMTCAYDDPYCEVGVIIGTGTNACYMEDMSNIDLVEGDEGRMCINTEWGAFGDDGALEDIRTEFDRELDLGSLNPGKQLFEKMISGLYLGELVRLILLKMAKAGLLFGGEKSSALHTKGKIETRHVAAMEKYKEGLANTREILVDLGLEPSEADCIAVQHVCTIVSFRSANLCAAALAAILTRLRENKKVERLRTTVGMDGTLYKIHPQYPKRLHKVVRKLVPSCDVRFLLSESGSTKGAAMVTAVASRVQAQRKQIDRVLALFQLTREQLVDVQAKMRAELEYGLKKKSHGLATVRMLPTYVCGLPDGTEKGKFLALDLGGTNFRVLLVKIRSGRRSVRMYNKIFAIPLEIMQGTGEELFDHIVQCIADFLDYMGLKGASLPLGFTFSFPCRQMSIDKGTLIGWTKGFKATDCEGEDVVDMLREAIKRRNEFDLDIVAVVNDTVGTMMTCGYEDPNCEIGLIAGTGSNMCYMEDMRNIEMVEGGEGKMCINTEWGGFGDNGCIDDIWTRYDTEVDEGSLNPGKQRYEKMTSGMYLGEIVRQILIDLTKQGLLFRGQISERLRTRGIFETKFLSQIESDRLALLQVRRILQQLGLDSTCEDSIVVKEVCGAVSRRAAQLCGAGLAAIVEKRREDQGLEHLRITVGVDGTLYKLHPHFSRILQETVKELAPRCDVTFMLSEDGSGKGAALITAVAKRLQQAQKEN
#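 Material: recombinant HKDC1 hexokinase; Amount: HKDC1 at 5 µg/mL; Medium: Tris pH 8.0 buffer with MgCl2, Tween-20, BSA, BME; Schedule: 90 min reaction incubation at room temperature, dark; Technique: coupled resazurin fluorescence, excitation 525 nm, emission 613 nm.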
# PfG6PD inh – PfG6PD enzyme inhibitors, primary screen, biochemical, fluorescence intensity, uHTS | PfGluPho enzyme, NADPH resazurin-diaphorase fluorescence | inhibition, % at 20 µM | 350,000 compounds, 0.78% hits;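 active means inhibition reaching at least a set limit at 20 µM in the primary screen, cut at about 59% in these data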;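 further: 0% = DMSO wells with substrate and 100% = DMSO wells lacking glucose-6-phosphate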
# The depositor's hits bear a star; / = no result given.
SMILES,SENP1 FRET inh,NALP3 yeast inh,SENP7 inh,SENP6 inh,SENP8 block-1,SENP8 block-2,Apaf1 inhib,HKDC1 inh,PfG6PD inh
O=C(CSc1nnc(-c2ccco2)n1Cc1ccco1)N1CCOCC1,0.1,7.8,15.1,-1.4,-9.6,3.5,-7.6,6.1,-2.8
CC(=O)c1ccc(NC(=O)C2CCN(S(=O)(=O)c3cccs3)CC2)cc1,1.8,7.7,3.5,6.0,-1.5,29.6,-4.2,-2.5,5.1
COc1ccc(Cl)cc1C(=O)NCCS(=O)(=O)N1CCN(c2ccccc2F)CC1,0.8,11.9,-1.4,-8.8,-3.5,16.7,13.6,-1.3,-2.4
C(#Cc1ccccc1)C[N+]1(CC#Cc2cccc3ccccc23)CCCC1,-6.8,9.1,1.8,7.9,-2.6,5.6,19.5,8.8,24.2
Cc1ccc(NC(=O)c2sc3nc(C)cc(C)c3c2N)cc1,-112.2,13.9,-8.3,-6.6,-26.0,-322.4,19.1,-0.2,33.9
COc1ccc(Cn2c(=O)c3cccnc3n(Cc3ccc([N+](=O)[O-])cc3)c2=O)cc1,3.3,-19.6,-8.5,-7.8,-5.8,18.3,13.6,-5.0,-5.2
CCNc1nc(NCC)nc(N/N=C(\C)c2ccc(OC)cc2)n1,4.6,-0.2,-6.8,-3.7,-3.1,7.5,-9.5,7.3,-8.8
CC(C)(C)NC(=O)C(c1ccc(-c2ccccc2)cc1)N(C[C@H]1CC[C@@H]([C@@H]2CC[C@H](CO)O2)O1)C(=O)c1ccc(-c2ccccc2)cc1 (stereo partly drawn),-0.4,/,-3.5,/,/,3.2,30.8,2.0,27.1
Cn1c(=O)c2cc(S(=O)(=O)NCCC(=O)NCC3CCCO3)ccc2n(C)c1=O (stereo not drawn),1.4,16.1,0.5,-22.5,0.2,7.3,-4.1,-7.0,11.1
COC(=O)[C@@]12CCCCN1[C@H](c1ccc(SC3CCCCC3)cc1)[C@H]1C(=O)N(C)C(=O)[C@H]12,-2.3,3.1,-12.3,3.9,0.7,9.6,16.1,6.3,13.8
COc1cccc(C(=O)Nc2ccc(NC(=O)c3cc4ccccc4o3)c(OC)c2)c1,-22.9,0.6,-1.2,-18.6,-6.8,-48.0,3.7,-7.5,-6.8
CCn1nc(C)cc1C(=O)N1CCCC(C(=O)c2ccc(Oc3ccccc3)cc2)C1 (stereo not drawn),1.8,4.9,6.0,-13.3,0.9,-1.3,28.0,5.1,3.5
Cc1cccc2sc(NC(=O)CN(C)S(=O)(=O)c3cccs3)nc12,1.2,14.7,0.8,-18.6,-1.4,17.5,15.6,2.1,-0.2
COc1cccc(-c2nc(NC(C)C)c3ccccc3n2)c1O,-0.1,7.2,4.1,-2.2,3.5,19.0,22.5,-5.5,33.1
Cn1c(SCCOc2ccccc2F)nc2ccccc2c1=O,0.5,3.5,-0.8,-14.5,-4.9,12.0,-6.5,6.0,5.9
CCC1CN(C(=O)N2CCC(C(=O)NCCc3ccc(OC)c(OC)c3)CC2)c2ccccc2O1 (stereo not drawn),0.9,6.6,10.9,-2.7,-5.9,13.8,-3.2,0.4,-3.7
N=c1nc(-c2ccccc2)ccn1O,-0.5,18.9,7.1,-1.4,-1.4,-42.0,10.1,-1.7,4.8
Cc1oc2cc3oc(=O)c(CCC(=O)NCCCC(=O)O)c(C)c3cc2c1C,-12.4,1.1,-0.7,-6.7,2.8,-321.7,3.2,2.1,-9.4
O=C1N/C(=N/Nc2ccccc2)S/C1=C\c1ccccc1,104.8*,16.0,-2.6,27.4,-5.6,20.5,11.2,8.1,19.0
CC(=O)N1N=C(c2ccc3ccccc3c2)OC1(C)C,2.3,63.1*,-4.8,28.4,-0.5,-291.3,-7.7,-4.6,5.2
CCN(CC)S(=O)(=O)c1ccc(Cl)nc1,0.3,10.9,-0.3,5.0,3.9,14.9,-28.5,-8.3,-9.1
CCOC(=O)N1CCN(C(=O)CC(C)S(=O)(=O)c2cc3c(cc2C)NC(=O)CO3)CC1 (stereo not drawn),2.6,11.0,-3.9,2.9,-3.5,5.6,-11.1,0.0,1.9
Nc1nc(SCCOc2ccccc2)n[nH]1,2.4,11.9,-4.5,-2.7,3.0,24.7,-3.9,-3.9,2.6
CCN(CC)C(=O)C1CCCN(C(=O)CCn2nnnc2CN2CCOCC2)C1 (stereo not drawn),1.3,-2.3,-0.5,-1.7,1.8,3.3,-13.4,-2.9,5.0
CCOC(=O)c1[nH]c2c(c1-c1ccccc1)C(=O)CC(c1ccc(OC)c(OC)c1)C2 (stereo not drawn),-3.0,7.6,0.4,-1.4,-3.0,1.3,8.8,-2.5,12.3
# (more compounds)
SMILES,SENP1 FRET inh,NALP3 yeast inh,SENP7 inh,SENP6 inh,SENP8 block-1,SENP8 block-2,Apaf1 inhib,HKDC1 inh,PfG6PD inh
CC(C)N(C(=O)[C@H]1C[C@H](CC(=O)NCCN2CCOCC2)C(=O)N2CCc3c([nH]c4cc(CCC(=O)N(C)C)ccc34)[C@]12C)C(C)C,-0.4,/,3.9,/,/,4.0,10.9,-5.0,11.5
CC(=O)Nc1cccc(NC(=O)C(=O)NCC(c2ccco2)N2CCc3ccccc3C2)c1 (stereo not drawn),-2.0,16.0,-17.0,-4.4,-12.9,11.1,5.6,-3.9,13.3
O=C(O)C1CC(C(=O)O)SS1 (stereo not drawn),0.4,/,/,/,/,12.0,/,-6.0,5.0
O=C(/C=C/c1ccco1)NC(=S)Nc1ccccn1,-5.1,-1.6,9.9,-6.4,-4.8,10.8,4.6,-2.4,10.7
Cc1cc(C)n(-c2nnc(C)n2/N=C/c2cc(Br)ccc2OCc2ccccc2)n1,-0.5,19.3,-9.7,-1.6,-6.1,8.0,35.0,0.6,12.2
CC(C)NS(=O)(=O)c1ccc(CCC(=O)NCc2ccccn2)cc1,0.3,12.8,-1.6,3.4,4.9,7.1,-9.3,-0.8,-5.7
Cc1nc(NC(=O)C2CC2)sc1C,4.3,2.2,2.3,-4.6,-2.7,18.5,-4.1,-8.8,-17.0
O=S(=O)(NCc1csc(-c2cccnc2)n1)c1ccc(Br)cc1,0.4,9.3,4.8,3.0,8.0,1.6,-1.5,-0.5,31.1
CCCc1cc(=O)oc2c(C)c3occ(C)c3cc12,-27.2,15.9,-3.1,-4.4,2.6,-99.9,7.7,-7.2,-22.8
Cc1noc(C)c1CSCC(=O)Nc1nnc(CC(C)C)s1,-2.0,13.8,9.4,-7.3,-6.8,5.7,-11.0,-3.8,-3.4
Cc1c(NC(=O)Nc2ccc([N+](=O)[O-])cc2)c(=O)n(-c2ccccc2)n1C,0.9,8.5,5.8,-14.2,-2.0,17.1,-2.5,-4.4,0.8
COCCCNC(=O)C1CCC(=O)N1Cc1ccccc1Cl (stereo not drawn),0.2,-7.3,-0.5,-0.7,-5.9,25.4,1.6,-1.5,-20.5
CC(C)CNC(=S)N(CCCO)Cc1cc2cc3c(cc2[nH]c1=O)OCO3,6.0,15.3,10.9,5.2,-0.2,-342.5,20.4,-4.2,12.5
O=S(=O)(NC1CC1)c1ccc(S(=O)(=O)N2CCCC(c3nc(-c4cccnc4)no3)C2)cc1 (stereo not drawn),-0.9,-1.3,-3.4,-8.8,-2.2,5.7,4.9,-1.5,1.0
CC(=O)Nc1ccc(OCC(O)Cn2c(CO)nc3ccccc32)cc1 (stereo not drawn),1.5,18.4,-1.9,3.9,-7.4,9.0,1.9,2.0,-21.2
Cc1cccc(NC(=O)[C@H](Cc2c[nH]c3ccccc23)NC(=O)[C@@H]2Cc3ccccc3CN2)c1,-46.5,1.4,-15.7,4.5,-12.2,-25.4,25.9,-4.0,1.9
CN(C)CCN(C(=O)c1ccc2ccccc2c1)c1nc2c(F)cc(F)cc2s1,0.2,6.8,0.5,7.3,2.7,4.1,-5.3,-1.3,9.6
O=c1[nH]c2ccc(S(=O)(=O)N3CCCC3)cc2[nH]1,0.2,2.4,-8.9,-19.8,-2.6,10.1,-0.1,-3.2,2.7
O=C(NC1CC1)C1=C[C@@H](c2ccc(Br)cc2)C[C@@H](OCCCCO)O1,0.6,-11.8,-7.0,-0.4,7.8,16.0,0.4,-12.4,9.5
CCNC(=O)CSc1nc2ccccc2c(=O)n1-c1cccc(OC)c1,3.8,9.8,0.8,-8.5,4.1,-2.4,-20.2,-3.6,-9.7
O=C(Cn1nc(-c2ccccc2)c2ccccc2c1=O)Nc1ccc(F)cc1,3.5,3.7,-12.1,-14.9,-6.1,21.6,6.8,-6.1,-6.0
C=CCOc1cccc(C2C(C(=O)c3ccc(C)o3)=C(O)C(=O)N2CCN(C)C)c1 (stereo not drawn),-4.2,3.1,-5.2,-7.2,-4.8,-16.9,-6.1,0.6,-9.5
CC(C)(C)NC(=O)NC(=O)COC(=O)CCC1CCCCC1,5.8,-26.2,15.3,13.6,3.8,6.3,25.6,1.4,19.0
Cc1ccccc1-c1cnn(-c2cccc([N+](=O)[O-])c2)c1N,1.8,13.6,3.2,-4.0,14.7,11.3,3.3,-1.3,5.2
CCOc1ccc(-c2nc(CSCC(=O)N3CCN(c4cccc(OC)c4)CC3)c(C)o2)cc1,2.7,-0.1,-0.6,7.8,1.5,0.9,20.3,-1.7,6.4
COc1ccc([C@@H]2[C@@H]3C(=O)N(C(C)(C)C)C(=O)[C@@H]3[C@]3(C)C(=O)N(c4ccc(C(F)(F)F)cc4)C(=O)N23)cc1,0.5,7.0,-0.6,-2.5,-3.1,0.2,7.0,2.6,25.9

# Random excerpt: six entries already listed.
SMILES,SENP1 FRET inh,NALP3 yeast inh,SENP7 inh,SENP6 inh,SENP8 block-1,SENP8 block-2,Apaf1 inhib,HKDC1 inh,PfG6PD inh
CC(=O)Nc1ccc(OCC(O)Cn2c(CO)nc3ccccc32)cc1 (stereo not drawn),1.5,18.4,-1.9,3.9,-7.4,9.0,1.9,2.0,-21.2
Cc1noc(C)c1CSCC(=O)Nc1nnc(CC(C)C)s1,-2.0,13.8,9.4,-7.3,-6.8,5.7,-11.0,-3.8,-3.4
O=S(=O)(NC1CC1)c1ccc(S(=O)(=O)N2CCCC(c3nc(-c4cccnc4)no3)C2)cc1 (stereo not drawn),-0.9,-1.3,-3.4,-8.8,-2.2,5.7,4.9,-1.5,1.0
Cc1cccc(NC(=O)[C@H](Cc2c[nH]c3ccccc23)NC(=O)[C@@H]2Cc3ccccc3CN2)c1,-46.5,1.4,-15.7,4.5,-12.2,-25.4,25.9,-4.0,1.9
O=S(=O)(NCc1csc(-c2cccnc2)n1)c1ccc(Br)cc1,0.4,9.3,4.8,3.0,8.0,1.6,-1.5,-0.5,31.1
CCNC(=O)CSc1nc2ccccc2c(=O)n1-c1cccc(OC)c1,3.8,9.8,0.8,-8.5,4.1,-2.4,-20.2,-3.6,-9.7
